From PubChem BioAssay
MC4R antagonist: MC4R antagonists of cAMP signaling, primary screen, cell-based, TR-FRET, antagonist arm of biased-ligand search | inhibition, % at 6.5 µM | Melanocortin receptor 4 (Homo sapiens), P32245 | MC4R-expressing cells, MTII-stimulated cAMP, LANCE TR-FRET | AID 540295, 2011 | 360,000 compounds, 0.48% hits;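 active = inhibition above its plate's cutoff, the mean of tested wells on that plate plus 3 SD, cut at about 29% in these data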;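 also: 0% = Melanotan II alone and 100% = Melanotan II plus saturating MCL0020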
Target sequence (P32245 whole entry, looked up): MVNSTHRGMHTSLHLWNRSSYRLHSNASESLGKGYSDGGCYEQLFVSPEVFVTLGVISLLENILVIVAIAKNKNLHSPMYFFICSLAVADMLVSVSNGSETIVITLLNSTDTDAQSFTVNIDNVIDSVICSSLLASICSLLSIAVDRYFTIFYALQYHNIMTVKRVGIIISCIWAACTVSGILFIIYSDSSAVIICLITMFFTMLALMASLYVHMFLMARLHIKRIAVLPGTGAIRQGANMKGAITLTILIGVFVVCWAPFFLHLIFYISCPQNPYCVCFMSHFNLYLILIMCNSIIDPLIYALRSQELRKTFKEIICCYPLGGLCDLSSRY
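Material – human MC4R-expressing U2OS cells · Repeats – no replicates · Detection – TR-FRET with Eu-cAMP and labeled anti-cAMP, 671 nm · Times – compound 30 min, challenge 1 h, detection 1 h · Compound – single nominal compound dose of 6.5 µM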
hiPSC survival: enhancers of single-cell hiPSC survival, primary screen, ATPlite luminescence; 100% = ROCK inhibitor wells, 0% = DMSO; survival enhancement, % at 20 µM; 360,000 compounds, 0.044% hits; AID 602274, 2012; in the data active = survival enhancement above about 18%;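 also: cells exposed to compounds for 16 hours before the ATP read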
HTR2A ag: mouse Htr2a agonists via beta-arrestin recruitment, primary screen, cell-based, luminescence. 5-hydroxytryptamine receptor 2A (Mus musculus), P35363. CHO-K1 mHTR2A beta-arrestin complementation; percent of 30 µM serotonin response. activation, % at 7.6 µM. 360,000 compounds, 0.66% hits. AID 624169, 2012;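 active = activation above a run cutoff, the mean activation of all tested compounds plus 3 SD, cut at about 14% in these data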;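 also: 0% = plate median of compound wells and 100% = 30 µM serotonin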
Target sequence (P35363 whole entry, looked up): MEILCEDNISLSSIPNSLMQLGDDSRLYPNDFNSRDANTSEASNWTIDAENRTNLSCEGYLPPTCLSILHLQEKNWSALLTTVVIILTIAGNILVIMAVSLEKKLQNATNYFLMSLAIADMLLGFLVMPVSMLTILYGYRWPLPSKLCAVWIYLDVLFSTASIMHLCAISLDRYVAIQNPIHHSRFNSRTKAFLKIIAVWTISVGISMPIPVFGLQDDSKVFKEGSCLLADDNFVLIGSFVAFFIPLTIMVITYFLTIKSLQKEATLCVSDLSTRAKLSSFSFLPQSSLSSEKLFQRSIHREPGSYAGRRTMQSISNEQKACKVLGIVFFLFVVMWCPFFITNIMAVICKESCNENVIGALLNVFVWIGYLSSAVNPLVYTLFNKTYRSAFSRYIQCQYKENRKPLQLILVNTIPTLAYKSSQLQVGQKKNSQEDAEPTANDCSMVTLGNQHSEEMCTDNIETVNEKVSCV
ABHD5-PLIN5 inh: ABHD5-PLIN5 interaction inhibitors, primary screen, cell lysate, split luciferase complementation, luminescence; Perilipin-5 (Homo sapiens) + 1-acylglycerol-3-phosphate O-acyltransferase ABHD5 (Homo …; Split G. princeps luciferase complementation, 4 h; inhibition, % at 4 µM; 360,000 compounds, 0.78% hits; AID 602281, 2012;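 active = inhibition above the mean inhibition across every tested compound plus 3 SD, cut at about 22% in these data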;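 also: 0% = DMSO only wells and the 100% control is not disclosed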
Glyco luc inh: increase of ERlucT glycosylation luciferase signal, primary screen, N-linked glycosylation inhibitor project, D54 ERlucT cells, luminescence, set 2; AID 588692, 2011; reporter increase, % at 12.5 µM; D54 ERlucT glycosylation luciferase reporter, 24 h; percent of 100 nM tunicamycin response; 360,000 compounds, 0.23% hits;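 active = mean luciferase reporter signal, scaled so untreated is 0 and the glycosylation-blocking control 100, at or above a set limit in every replicate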;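 also: luciferase carries N-glycosylation sites so blocking glycosylation raises the light; 0% = median of neutral control wells and 100% = median of 100 nM tunicamycin wells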
MC4R barr agon: MC4R agonists recruiting beta-arrestin, primary screen, cell-based, luminescence, agonist arm of biased-ligand search. U2OS MC4R beta-arrestin complementation; percent of melanotan II response, DMSO zero. activation, % at 8.9 µM. 360,000 compounds, 0.98% hits. AID 540308, 2011;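 active = activation above a per-plate cutoff, the mean activation of sample wells on that plate plus 3 SD, cut at about 8% in these data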
ABCB6 inh 2: ABCB6 transporter inhibitors, primary screen, K562-ABCB6 cells, flow cytometry, MLPCN library; K562-ABCB6 porphyrin accumulation, 1 h; stronger effect = lower value; fluorescence ratio to DMSO, % at 10 µM; 360,000 compounds, 0.19% hits;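 active = fluorescence ratio to DMSO below 75%, the collection mean minus 3 SD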;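 also: signal is porphyrin accumulated inside mitochondria; 100% equals median channel fluorescence of DMSO control wells; lower ratio means ABCB6 inhibition with less porphyrin fluorescence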
Cardio protect: cardioprotection against H2O2-induced cell death, primary screen, uHTS, H9c2 cells, ATPLite luminescence; H9c2 cardiomyocytes, H2O2 injury protection, 2 h; protection from H2O2 cell death, % at 20 µM; 360,000 compounds, 0.63% hits;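 active = compounds giving at least 50% protection of heart cells from peroxide-induced death in the single-dose screen, raw or plate-pattern-corrected value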;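 also: 0% = DMSO wells with peroxide and 100% = DMSO wells without peroxide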
aDG glyco act: activators of alpha-DG glycosylation, primary screen, uHTS, Pro5-aDG cells, AlphaScreen; alpha-DG glycosylation AlphaScreen (IIH6); 0% Pro5, 100% B10-LARGE cell signal; activation, % at 10 µM; 360,000 compounds, 0.22% hits; AID 624168, 2012;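 active = activation of at least 8% versus controls, or a plate z-score of at least 8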;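 also: Pro5 are CHO cells carrying HIG-tagged alpha-DG that lacks glycosylation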
Granule exo inh: LAMP-1 surface exposure blockers, TALL-104 cells – cell-based, flow cytometry, MLPCN library, primary screen; TALL-104 LAMP-1 surface exposure; cells stimulated with thapsigargin and PMA; 360,000 compounds, 0.66% hits; inhibition, % at 10 µM;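 active = inhibition above about 55%, limit read from the data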
* marks the source's active call; other numbers are inactive results; · = no result given.

SMILES	MC4R antagonist	hiPSC survival	HTR2A ag	ABHD5-PLIN5 inh	Glyco luc inh	MC4R barr agon	ABCB6 inh 2	Cardio protect	aDG glyco act	Granule exo inh
CC(NC(=O)COC(=O)C1CCCCC1)c1ccccc1 (stereo unspecified)	-1	-1.5	1	-6	0	-1.9	95	-2	0.0	-6
Cc1ccc(C)c(OCc2cc(C(=O)N3C[C@@H](C)O[C@@H](C)C3)no2)c1	-2	-0.3	-3	-1	0	-0.7	87	-1	-0.1	-5
CCC(=O)c1cn(CC(=O)Nc2ccccc2F)c2ccccc12	-1	0.6	-4	-10	1	1.4	99	-3	0.3	-13
CC(C)c1ccccc1OCC(=O)Nc1ccccc1C(=O)N1CCOCC1	4	0.4	-3	-1	0	-1.9	90	18	-0.2	3
O=C(Nc1ccccc1O)c1cccc(NC(=O)c2ccco2)c1	9	-0.6	4	-5	6	-1.6	96	-5	-0.2	-6
CC(C)Oc1ccc(C2CC(=O)NC2=O)cc1 (stereo unspecified)	9	2.0	0	-6	1	-0.1	99	2	0.1	-4
CCC(Sc1nnnn1-c1ccccc1)C(=O)Nc1nc2ccccc2s1 (stereo unspecified)	15	0.0	0	-6	0	3.2	100	-14	0.0	0
COc1ccc(N2CCN(c3nc4c(C)cccn4c(=O)c3/C=C(\C#N)C(N)=O)CC2)cc1	2	-0.2	-6	4	-1	-1.1	93	20	-0.3	-14
Cc1ccc(Cn2ncc(C)c2N)o1	-3	-0.8	5	0	2	0.1	90	-3	-0.2	0
CCn1nnnc1-c1ccc(OC)c(S(=O)(=O)Nc2ccccc2OC)c1	3	-0.8	-3	-1	1	-0.3	94	-3	0.1	-5
O=S(=O)(Nc1ccc(N2CCCCC2)cc1)c1cccc2cccnc12	-3	-0.7	-1	-1	-5	-0.6	103	-14	-0.2	2
COc1ccccc1Nc1nc(N)nc(-c2oc3ccccc3c2C)n1	-4	-0.9	-3	1	1	1.9	98	4	-0.1	-4
COc1ccccc1NS(=O)(=O)c1ccc2oc(N)nc2c1	9	-0.5	2	-6	0	0.0	98	1	0.3	0
Cc1cccc(OCC(=O)Nc2ccccc2N2CCCCC2)c1	10	-1.4	2	2	-5	-0.6	96	-16	0.0	11
CCC(=O)N1CCN=C1SCc1cccc(C(F)(F)F)c1	-7	-0.1	0	-1	1	-1.9	95	-8	0.1	-1
CCOC(=O)N1CCC(N(CCOC)C(=O)Nc2ccc(Cl)c(Cl)c2)CC1	25	-1.6	-3	-7	-2	-0.6	100	-1	0.0	1
O=C(Cc1cccc(NC(=O)C2CCCN(C(=O)c3ccccc3)C2)c1)Nc1cccc(C(=O)N2CCCCC2)c1 (stereo unspecified)	3	-1.4	-1	-2	-2	1.3	102	0	0.0	8
COc1ccc(OC)c(NC(=O)NC2(C(F)(F)F)Oc3ccccc3O2)c1	9	-3.0	-4	1	1	-1.4	103	37	0.5	4
Cc1noc(C)c1C(c1ccccc1)S(=O)(=O)c1ccccc1 (stereo unspecified)	2	-2.0	-4	-4	-3	1.1	96	-4	0.1	-1
Cc1ccc(-c2nnc(SCC(=O)N/N=C/c3cccs3)n2-c2ccc(C)cc2)cc1	7	1.2	6	1	0	-1.6	92	-1	0.4	-7
CC1(C)C2CC[C@]1(C)C(=O)N(CCCCN1CCN(c3ccccn3)CC1)C2=O	13	-0.4	4	8	-1	-0.4	95	9	0.0	-8
Cc1cc(/C=C2\NC(=O)NC2=O)c(C)n1-c1ccc(N2CCOCC2)cc1	-11	0.1	-3	9	-1	-1.4	95	7	-0.1	-2
N#Cc1c2n(c3c(=O)n(Cc4ccc(Cl)cc4)cnc13)CCCC2	-13	-2.0	-2	4	-1	-0.4	94	-2	-0.1	2
Cc1ccccc1C(=O)NNC(=O)CN1C(=O)c2ccccc2C1=O	-7	5.1	-2	1	2	-3.7	102	0	0.1	-2
CCC(=O)N1CCc2cc(Br)cc(S(=O)(=O)NC3CCN(Cc4ccccc4)CC3)c21	6	0.1	-10	1	-1	1.2	101	2	0.0	20

Only hiPSC survival, Granule exo inh and ABCB6 inh 2 (three entries from above):
| SMILES | hiPSC survival | Granule exo inh | ABCB6 inh 2 |
| --- | --- | --- | --- |
| Cc1cccc(OCC(=O)Nc2ccccc2N2CCCCC2)c1 | -1.4 | 11 | 96 |
| Cc1noc(C)c1C(c1ccccc1)S(=O)(=O)c1ccccc1 (stereo unspecified) | -2.0 | -1 | 96 |
| Cc1ccc(-c2nnc(SCC(=O)N/N=C/c3cccs3)n2-c2ccc(C)cc2)cc1 | 1.2 | -7 | 92 |

More entries follow.
SMILES	MC4R antagonist	hiPSC survival	HTR2A ag	ABHD5-PLIN5 inh	Glyco luc inh	MC4R barr agon	ABCB6 inh 2	Cardio protect	aDG glyco act	Granule exo inh
COc1ccc(COc2cc(-c3cccc(OC)c3)nc3ccc(N)cc23)cc1	-9	-1.0	-11	-7	22	-1.3	101	8	-0.1	18
CSc1ccccc1C(=O)N(CC1CCCO1)c1c(N)n(Cc2ccccc2)c(=O)[nH]c1=O (stereo unspecified)	2	-0.5	5	0	0	-1.6	90	4	0.1	-1
O=C(Nc1cccc(O)c1)c1cc(-c2ccc3c(c2)OCO3)on1	-4	-0.5	2	9	-19	-2.1	100	-17	-0.1	6
CC(C)CC(COCc1cccc(C(F)(F)F)c1)N1CCN(C(=O)c2cccc(C(F)(F)F)c2)CCC1=O (stereo unspecified)	10	-1.3	3	6	-2	-0.5	95	-5	1.0	-4
O=C(Nc1nc2ccccc2n1CCN1CCOCC1)c1ccc(Cl)cc1	3	0.7	2	2	1	-0.1	95	12	-0.2	1
CCOC(=O)C(C)n1nc(/C=C/c2ccccc2)ccc1=O (stereo unspecified)	5	2.7	-4	4	-2	-1.0	91	2	-0.3	-1
COc1ccc(COc2ncnc3ccc(Br)cc23)cc1F	-5	0.7	6	12	-2	-0.6	99	-3	0.4	-5
O=C(NCc1ccco1)c1cnc2sccn2c1=O	4	2.8	4	4	2	-0.3	100	14	-0.2	-1
CCOC(=O)[C@]12CCC=C1N(Cc1cccc3ccccc13)C(=O)[C@H](CC(=O)NCc1ccc(OC)c(OC)c1)C2	·	5.8	-1	11	·	·	93	·	0.3	22
O=C(COC(=O)c1ccco1)NCC1CCCO1 (stereo unspecified)	2	4.7	1	3	1	0.6	93	-1	0.1	0
Cc1ccc(C(C)(O)CS(=O)(=O)Cc2ccccc2)cc1 (stereo unspecified)	0	-0.5	0	4	-1	-2.3	100	0	0.1	13
CC(C)CNC(=O)c1cccc(NC(=O)C(C)C)c1	10	0.7	2	-5	-2	-1.7	107	4	0.6	-1
COc1ccc(S(=O)(=O)N2CC3CCCN3c3ccc(C(F)(F)F)cc32)cc1 (stereo unspecified)	-2	-2.7	-5	4	-12	-1.4	98	-6	-0.3	10
CN1CCN(c2ccccc2NC(=O)c2ccc(N3CCOCC3)c([N+](=O)[O-])c2)CC1	4	0.4	-5	3	-2	-2.7	97	14	-0.4	-3
COc1cccc(NC(=O)CSc2nc3ccccc3c(=O)n2CCCC(=O)NCC2CCCO2)c1 (stereo unspecified)	9	0.0	4	16	1	0.6	99	28	-0.6	-11
COc1cccc(C2CC(=O)Nc3cc4c(cc32)OCCO4)c1OC(C)C (stereo unspecified)	23	0.6	1	5	3	-0.2	93	1	-0.3	6
O=C(O)c1ccccc1-c1ccc(/C=C2\SC(=O)N(c3ccccc3)C2=O)o1	6	-0.5	2	-2	0	-1.4	99	2	0.1	-4
O=C(c1cccc(C(F)(F)F)c1)N1CCOC12CCN(c1ncc(C(F)(F)F)cc1Cl)CC2	6	-2.8	1	8	-1	-2.6	92	-11	1.6	18
Cc1nc(NC(=O)c2ccc(F)cc2)sc1C(=O)Nc1ccc2c(c1)CCC2	5	1.2	5	-6	1	5.8	103	-12	0.1	6
C[C@@H]1CN([C@@H](C)CO)C(=O)Cc2cc(NC(=O)Nc3ccc(C(F)(F)F)cc3)ccc2O[C@@H]1CN(C)S(=O)(=O)c1ccc(Cl)cc1	6	-1.1	0	-4	-7	-1.0	92	4	0.6	20
CCOc1cc(C(=O)N(Cc2ccccc2)c2ccc(C)cc2)ccc1OCC(=O)N1CCOCC1	21	-0.5	3	-7	-2	-1.1	100	5	0.9	6
COCCN(C(=O)CSc1nnc(-c2cccc(C)c2)n1C)c1c(N)n(Cc2ccccc2)c(=O)[nH]c1=O	7	0.0	8	-7	2	0.7	96	9	-0.1	1
O=C(CNc1cccc(S(=O)(=O)N2CCCCC2)c1)Nc1cccc(F)c1	4	-0.2	-6	-1	-4	-4.6	101	-7	0.1	12
Brc1cccc(Cn2c(-c3cncs3)nc3ccccc32)c1	-2	2.0	-3	0	-2	1.2	90	-10	1.3	2
Cc1ccc(S(=O)(=O)Cc2ccc(C(=O)NCCCN3CCN(C)CC3)o2)cc1	12	-0.9	-3	-2	4	1.7	96	-1	0.0	-1

Three records picked at random from the list so far:
SMILES	MC4R antagonist	hiPSC survival	HTR2A ag	ABHD5-PLIN5 inh	Glyco luc inh	MC4R barr agon	ABCB6 inh 2	Cardio protect	aDG glyco act	Granule exo inh
Cc1ccc(C(C)(O)CS(=O)(=O)Cc2ccccc2)cc1 (stereo unspecified)	0	-0.5	0	4	-1	-2.3	100	0	0.1	13
Cc1ccc(-c2nnc(SCC(=O)N/N=C/c3cccs3)n2-c2ccc(C)cc2)cc1	7	1.2	6	1	0	-1.6	92	-1	0.4	-7
CCOC(=O)C(C)n1nc(/C=C/c2ccccc2)ccc1=O (stereo unspecified)	5	2.7	-4	4	-2	-1.0	91	2	-0.3	-1

Whole records as entered above:
Profile of Cc1cc(/C=C2\NC(=O)NC2=O)c(C)n1-c1ccc(N2CCOCC2)cc1 = MC4R antagonist = -11; hiPSC survival = 0.1; HTR2A ag = -3; ABHD5-PLIN5 inh = 9; Glyco luc inh = -1; MC4R barr agon = -1.4; ABCB6 inh 2 = 95; Cardio protect = 7; aDG glyco act = -0.1; Granule exo inh = -2
Profile of CN1CCN(c2ccccc2NC(=O)c2ccc(N3CCOCC3)c([N+](=O)[O-])c2)CC1 = MC4R antagonist = 4; hiPSC survival = 0.4; HTR2A ag = -5; ABHD5-PLIN5 inh = 3; Glyco luc inh = -2; MC4R barr agon = -2.7; ABCB6 inh 2 = 97; Cardio protect = 14; aDG glyco act = -0.4; Granule exo inh = -3

Rows are unselected (roughly 4.5% active in at least one column).
